# Compound activity: PubChem, several laboratories
# NPY-Y1 antag: NPY-Y1 (human) receptor antagonism; HEK293-CNG Y1 cells, membrane potential fluorescence; NPY at EC95, then isoproterenol; inhibition, % at 3.6 µM; actives 1% (n = 200,000);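 active means inhibition above the campaign mean inhibition of all tested compounds plus 3 SD, cut at about 20% in these data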;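 further: 0% = DMSO wells given NPY plus isoproterenol and 100% = isoproterenol alone without NPY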
# Target sequence (P25929 whole entry, looked up): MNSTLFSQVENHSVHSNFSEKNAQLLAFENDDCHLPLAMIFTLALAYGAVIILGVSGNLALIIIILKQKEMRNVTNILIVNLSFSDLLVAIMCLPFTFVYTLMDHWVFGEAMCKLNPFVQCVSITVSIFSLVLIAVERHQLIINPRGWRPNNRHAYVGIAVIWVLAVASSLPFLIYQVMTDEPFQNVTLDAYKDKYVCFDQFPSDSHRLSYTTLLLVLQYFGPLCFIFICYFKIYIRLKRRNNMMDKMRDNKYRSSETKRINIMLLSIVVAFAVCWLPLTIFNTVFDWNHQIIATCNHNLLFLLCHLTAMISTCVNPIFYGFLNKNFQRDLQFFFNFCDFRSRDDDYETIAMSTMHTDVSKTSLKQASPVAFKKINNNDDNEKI
#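 Material: HEK293 Y1/CNG channel cell line; also added: NPY (25 nM), isoproterenol (1 µM), Ro 20-1724 (25 µM); doses: one concentration, 3.6 µM, in 0.4% DMSO; schedule: compound incubation 1 h at room temperature, readout 45 min post-stimulation; technique: membrane potential fluorescence; measure: fluorescence ratio normalized to % inhibition between controls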
# CHOP inh: inhibitors of CHOP induction in ER stress response. CHO-K1 CHOP-promoter luciferase, tunicamycin-induced, 15-18 h. inhibition, % at 10 µM. actives 3.8% (n = 220,000);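 active means compounds that reduced the stress-induced luciferase reporter signal by more than about 70% of percent inhibition, limit read from the data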;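 further: 0% = tunicamycin plus vehicle and 100% = wells without tunicamycin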
# BaF3 tox: reduces parental Ba/F3 cell viability, JAK2V617F counter-screen; CellTiter-Glo ATP luminescence; inhibition, % at 5.6 µM; actives 1.1% (n = 220,000); AID 1486;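 active means inhibition above a per-campaign cutoff, the mean inhibition of all tested compounds plus 3 SD, cut at about 27% in these data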;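 further: 0% = DMSO wells and 100% = JAK Inhibitor I control wells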
# Ba/F3 V617F tox: loss of viability in JAK2V617F-driven Ba/F3 cells; actives 1.1% (n = 220,000); AID 1446; Ba/F3 EpoR-JAK2V617F viability, ATP luminescence; inhibition, % at 5.6 µM;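 active means inhibition above the campaign mean plus 3 SD over all tested compounds, cut at about 24% in these data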;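 further: cytokine-independent growth of Ba/F3 cells driven by EpoR plus mutant JAK2; 0% = DMSO-treated cells and 100% = JAK inhibitor I control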
# NPY-Y2 PAM-ag: potentiators or agonists of human neuropeptide Y receptor Y2 | P49146 | cells expressing NPY-Y2, potentiator/agonist read-out | activation, % at 3.6 µM | actives 0.45% (n = 220,000) | AID 1359; in the data active means activation above about 27%;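 further: cells stimulated with NPY near EC25 plus isoproterenol at EC100; 0% = vehicle plus submaximal agonist and 100% = vehicle plus saturating agonist; some results beyond the cut were filed as inactive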
# Target sequence (P49146 whole entry, looked up): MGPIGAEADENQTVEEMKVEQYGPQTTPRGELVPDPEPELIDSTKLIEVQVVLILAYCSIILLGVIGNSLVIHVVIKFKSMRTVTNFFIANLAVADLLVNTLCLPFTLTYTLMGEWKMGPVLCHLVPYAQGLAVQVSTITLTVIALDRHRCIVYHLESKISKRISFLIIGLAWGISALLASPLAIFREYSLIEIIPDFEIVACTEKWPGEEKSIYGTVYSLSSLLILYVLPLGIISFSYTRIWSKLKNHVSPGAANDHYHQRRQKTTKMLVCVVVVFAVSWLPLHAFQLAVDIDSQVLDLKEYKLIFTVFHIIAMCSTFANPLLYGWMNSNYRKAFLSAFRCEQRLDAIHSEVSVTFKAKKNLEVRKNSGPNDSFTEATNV
# S1P4 agonist: human S1P4 receptor agonism. O95977. S1P4-expressing cell line, agonist reporter assay. activation, % at 4.98 µM. actives 0.35% (n = 220,000). AID 1509; in the data active means activation above about 11%;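 further: 0% = DMSO vehicle and 100% = reference agonist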
# p47phox inh: inhibitors of human p47phox binding | P14598 | p47phox/p22phox peptide binding, fluorescence polarization, 2 h | inhibition, % at 24.7 µM | actives 0.53% (n = 220,000);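 active means inhibition above about 30%, limit read from the data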;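 further: 0% = p47phox with labelled peptide and 100% = labelled peptide alone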
# NPY-Y1 PAM-ag: human NPY-Y1 potentiation or agonism, primary screen | actives 0.37% (n = 220,000) | NPY-Y1 expressing cells, potentiator/agonist activation | AID 1304 | activation, % at 3.6 µM; in the data active means activation above about 33%, passing the limit was not always enough;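 further: cells stimulated with NPY at EC10 then isoproterenol at EC100; 0% = low agonist plus stimulus and 100% = saturating agonist plus stimulus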
# S1P4 antag: antagonists of human S1P4 receptor; S1P4-expressing cells, antagonist mode, reporter read-out; inhibition, % at 4.98 µM; actives 0.26% (n = 220,000); AID 1510; in the data active means inhibition above about 29%;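 further: 0% = wells stimulated with agonist and 100% = vehicle wells without agonist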
# An asterisk follows results filed as active; / = no result given; & = joins results of further samples. A portion of the library; count on the stated rates, not on these rows.
SMILES,NPY-Y1 antag,CHOP inh,BaF3 tox,Ba/F3 V617F tox,NPY-Y2 PAM-ag,S1P4 agonist,p47phox inh,NPY-Y1 PAM-ag,S1P4 antag
CC(N)Cc1ccccc1Sc1ccc(O)cc1 (configuration not stated),3,34,13,11,1,-4.3,-14,5,2
NCCCP(=O)(O)CCc1ccccc1,-3,28,1,-3,7,1.4,0,7,21
CCCCCc1cc(O)c2c3c(c(=O)oc2c1)CN(C)CC3,6,36,4,3,-21,2.2,-3,-16,1
COc1ccc(C(=O)C2CCCN(C3CSCCSC3)C2)cc1OC (configuration not stated),-5,21,8,3,-14,1.7,-10,3,6
CCOc1ccc(N2C(=O)NC(=O)/C(=C\c3cc(OC)c(OC)cc3[N+](=O)[O-])C2=O)cc1,-6,11,3,-2,-4,0.0,3,0,-2
O=C1NC(=O)N(CCNc2ncc(C(F)(F)F)cc2Cl)C(=O)C1Cc1ccc(Cl)cc1 (configuration not stated),4,34,7,-4,5,1.3,8,4,3
Cc1ccsc1C(=O)C1CCCN(Cc2cnc(N)nc2)C1 (configuration not stated),/,-3,-2,-3,-6,-0.6,-6,28,-15
CCCCCc1nc2ccccc2c(=O)n1-c1ccccc1[N+](=O)[O-],10,-4,9,6,14,1.4,2,9,-30
COc1cc(OC)cc(C2(C#N)CCN(C)CC2)c1,/,14,-3,0,-11,0.1,-3,-11,3
CC1CN=C(NC(C)c2ccccc2)S1 (configuration not stated),0,-8,8,7,-9,-0.4,-5,0,-16
CCOC(=O)c1nsnc1NCCCl,6,21,6,-2,11,1.0,3,9,-4
O=C(CCN1CCCCC1)NCC(=O)Nc1ccc(Br)cc1C(=O)c1ccccc1,1,1,1,2,-9,0.9,-2,-4,-4
OC(c1ccccc1)(c1ccccc1)C1CN2CCC1CC2 (configuration not stated),-3,2,6,3,-4,0.9,-1,6,0
COC(=O)C(O)(c1ccc(NC(=O)c2cccs2)cc1)C(F)(F)F (configuration not stated),/,-1,4,-2,2,1.0,-16,4,-5
Cc1nc2ccccc2c(=O)n1-c1ccc(Br)cn1,/,2,51*,25*,9,1.1,10,10,-4
CCOC(=O)C1CCN(/C=C2/C(=O)NC(=S)N(c3ccccc3F)C2=O)CC1,-4,-1,0,-3,-5,-2.6,-14,5,17
Cc1ccc(-c2nc3ccccc3c(=O)n2-c2cccc(O)c2)cc1,3,30,7,6,-10,-1.9,-19,1,8
Cc1cccc(CN2CCN(CC(=O)N3CCC4(CC3)OCCO4)C2=O)c1,5,11,4,1,-4,1.0,-12,5,-20
O=c1[nH]c(=S)n(CCC2=CCCCC2)c(O)c1C=NCc1cccnc1,1,-8,-1,-3,-2,-2.6,-27,20,2
COc1ccc(CN2C(=O)NC(=O)/C(=C\c3ccc(OC)c(OC)c3OC)C2=O)cc1,-2,-5,4,1,-1,0.8,-9,13,-1
COP(=O)(NC(=O)C(Cl)(Cl)Cl)OC,/,10,1,-5,7,0.1,1,13,-5
CCCCn1c(O)c(/C(CC)=N/N2CCCCC2c2cccnc2)c(=O)[nH]c1=S (configuration not stated),16,46,7,5,-9,-0.5,-166,-22,5
CSc1ccc(CN2CCN(C(=O)COc3cccc(C)c3)CC2)cc1,-2,12,6,4,-17,-2.8,-1,-13,-15
CS(=O)(=O)NCc1nnc2n1-c1ccc(Cl)cc1C(c1ccccc1)=NC2,4,16,6,3,10,0.1,-6,15,-134
CC(NCc1ccccc1C(F)(F)F)C(O)c1ccccc1 (configuration not stated),3,13,0,-4,5,3.4,-6,24,-15
O=C(Cn1ncc2c3ccccc3n(Cc3ccc(F)cc3)c2c1=O)N1CCC2(CC1)OCCO2,-9,28,3,2,-9,0.8,-15,-12,-9
CN(CC(=O)Nc1ccccc1-c1ccccc1)C1CCCCC1,1,83*,4,1,-5,0.2,-4,-15,-12
S=C1NCCN1,1,0,7,1,8,1.7,-7,4,-25
Cc1cc(OC(=O)c2ccco2)c2c3c(c(=O)oc2c1)CCC3,3,-6,-1,-2,12,1.2,-2,-3,0
COc1ccc(Br)cc1CN1CCN(CCO)CC1,2,6,7,3,-2,-0.2,-8,-14,1

# Compound profiles, as listed above:
# Listed for CCOC(=O)C1CCN(/C=C2/C(=O)NC(=S)N(c3ccccc3F)C2=O)CC1 : NPY-Y1 antag = -4; CHOP inh = -1; BaF3 tox = 0; Ba/F3 V617F tox = -3; NPY-Y2 PAM-ag = -5; S1P4 agonist = -2.6; p47phox inh = -14; NPY-Y1 PAM-ag = 5; S1P4 antag = 17
# Listed for CS(=O)(=O)NCc1nnc2n1-c1ccc(Cl)cc1C(c1ccccc1)=NC2 : NPY-Y1 antag = 4; CHOP inh = 16; BaF3 tox = 6; Ba/F3 V617F tox = 3; NPY-Y2 PAM-ag = 10; S1P4 agonist = 0.1; p47phox inh = -6; NPY-Y1 PAM-ag = 15; S1P4 antag = -134

# More compounds:
SMILES,NPY-Y1 antag,CHOP inh,BaF3 tox,Ba/F3 V617F tox,NPY-Y2 PAM-ag,S1P4 agonist,p47phox inh,NPY-Y1 PAM-ag,S1P4 antag
CN1C2CCC1CC(OC(=O)c1cc(Cl)cc(Cl)c1)C2 (configuration not stated),15,2&-5,3,-2,-3,-2.3,-2,1,1
Cc1nn(Cc2ccccc2)c(C)c1C(=O)OCC(=O)NCc1ccco1,1,-2,6,-2,-21,-5.4,-23,-41,-2
Cc1ccc(-n2c(O)c(C=NCC3CCCO3)c(=O)[nH]c2=O)c(C)c1 (configuration not stated),/,-15,-7,-3,-8,-0.3,-6,-3,0
CC(=O)OC1C2CCC1C(N1CCCC1)CC2 (configuration not stated),0,3,9,2,7,1.0,-6,-2,-6
C=CCn1c(=O)c(C=Nc2c(OC)cccc2[N+](=O)[O-])c(O)n(CCCC)c1=O,-5,46,6,-2,0,2.2,-38,-12,-13
Cc1ccccc1C1=NCC(=S)Nc2ccc(Cl)cc21,-2,14,2,-3,2,-0.9,-17,10,12
CN1CCN(c2cccc3c2C(=O)c2ccccc2C3=O)CC1,-5,17,6,3,33*,0.1,1,23,7
CN1CCC(N2CC3CC(C2)c2cccc(=O)n2C3)CC1 (configuration not stated),-2,-14,3,0,27,0.2,-1,15,-11
O=C1NC(=O)C(=Cc2ccc(N3CCOCC3)o2)C(=O)N1,-3,-13,2,1,-3,-0.7,58*,-15,-7
Nc1cccc(N=Cc2c(O)n(Cc3ccc(F)cc3)c(=O)[nH]c2=O)c1,6,31,3,-2,8,0.0,-15,10,-25
COc1cc(Cn2c(N)c(C(=O)NCc3ccco3)c3nc4ccccc4nc32)cc(OC)c1OC,-7,1,10,3,-12,-1.7,-27,13,4
NCCc1c[nH]c2ccccc12,3,-5&7,4,3,-7,-4.1,-4,-10,-20
CC(=O)CC(c1ccccc1[N+](=O)[O-])c1c(O)c2ccccc2oc1=O (configuration not stated),/,10,-3,-4,-3,0.1,-9,10,-9
CCOc1ccc(C2SCC(=O)Nc3c2c(=O)[nH]n3C2CCCCCC2)cc1 (configuration not stated),3,62,5,1,4,0.2,1,-4,-14
CC(=O)Nc1ccc(OC(=O)N(C)C)cc1,1,-25,6,4,-3,-1.0,-7,-4,7
COC(=O)c1cncn1C(C)c1ccccc1 (configuration not stated),4,-2,2,2,4,5.3,-4,-9,-12
CCOC(=O)c1c(-c2ccccc2)oc2ccc(OC(=O)N(C)C)cc12,7,-15,4,3,-13,1.7,1,-29,-1
CCC(=O)N1CC(=O)Nc2ccc(F)cc2C1c1ccccc1 (configuration not stated),2,30,6,-3,-12,0.4,-3,-10,-18
CC(C)c1ccc(-n2c(O)c(/C=N/NC(=O)c3ccccc3O)c(=O)[nH]c2=S)cc1,/,6,2,-4,2,2.1,-163,25,-14
Cc1ccc(-n2c(C)nc3ccccc3c2=O)c(C)c1,/,-5,-4,2,-16,1.2,2,10,-10
Nc1ccnn1C1CCNCC1,-2,-4,0,-4,2,0.5,-13,-5,-7
Cc1cc(C)nc(/N=C(\N)c2c(O)[nH]c(=O)[nH]c2=O)n1,1,2,1,0,1,-2.4,-8,5,-9
CCC1(C)OC(c2ccccc2)=C/C(=C/C=C2C(=O)NC(=O)NC2=O)O1 (configuration not stated),3,38,5,-2,9,0.6,-129,14,-5
O=c1[nH]c(=S)[nH]c(O)c1N=Nc1ccc(OC(F)F)cc1,2,28,8,6,1,-0.6,6,-12,-24
CCOC(=O)C1(CCc2ccccc2)CCN(Cc2cccc3c2OCO3)CC1,18,34,6,5,-37,0.4,10,-37,9
COc1ccc2c(CN3CC=C(c4ccccc4)CC3)cc(=O)oc2c1,3,12,6,6,-9,0.3,-14,-12,-3
CN1CCN(c2ccc([N+](=O)[O-])c(NCC3CCCO3)c2)CC1 (configuration not stated),0,-13,7,1,16,-0.9,-7,3,-28
C=CCc1cc(C=C2C(=O)N(C)C(=O)N(C)C2=O)cc(OCC)c1OCc1ccccc1,6,89*,9,3,-2,2.5,-13,2,-42
C/C(=N\N1CCCCCC1)c1c(O)n(C2CCCCC2)c(=O)[nH]c1=O,/,15,-1,0,6,0.4,-1,11,-3
Nc1ccc(C2(c3ccc(N)cc3)CN3CCC2CC3)cc1,1,-6,3,1,2,-0.6,0,-8,-7
CCCCCCC(=O)N/N=C/c1c(O)n(C(C)CC)c(=S)[nH]c1=O (configuration not stated),/,54,1,-1,16,1.0,-21,4,1
OC(CNC1CCCCCCC1)c1ccccc1 (configuration not stated),6,4,-1,-2,-3,-0.3,-8,-1,-12
COc1ccc(C(=O)N2CCOCC2)cc1S(=O)(=O)N1CCC(C)CC1,-1,33,-2,-3,14,-0.3,3,13,-13
FC(F)(F)c1cccc(-n2nnnc2C2(N3CCOCC3)CCCCC2)c1,8,2,9,6,-15,-0.3,-4,-3,-1
Cc1ccc(CN2CCN(C)CC2)c(C)c1,2,1,5,-5,7,-1.4,-18,10,-1
CN(C)c1ccc(/C=C/c2cc[n+](C)c3ccccc23)cc1,1,47,82*,101*,2,-0.7,-35,13,-12
Cc1cccnc1-n1c(C)nc2ccccc2c1=O,5,14,2,2,0,-0.6,3,-8,-15
OC1/C(=C/c2ccc(F)cc2)N2CCC1CC2 (configuration not stated),2,0,7,-2,17,-0.3,-14,16,3
O=C(C[N+]12CCC(CC1)C(C(O)(c1ccccc1)c1ccccc1)C2)c1ccc(Br)cc1 (configuration not stated),/,5,-2,-4,-14,-0.8,-16,3,-13
OCc1cnc[nH]1,-3,4&5,3,-4,8,1.8,-5,11,-14
CCCCC12CNCC(C)(CNC1)C2=O,1,-14,4,-4,4,1.9,-9,19,-14
CCOc1ccc(-n2c(O)c(C=Nc3ccc(N(CC)CC)cc3)c(=O)[nH]c2=O)cc1,-3,29,0,-4,-1,2.3,-42,-6,-1
O=C1NC(=O)C(=Cc2ccc(Oc3ccc([N+](=O)[O-])cc3)cc2)C(=O)N1,4,43,5,-3,-8,0.1,-5,-12,-13
COCCNC(=O)CN1C(=O)CN=C(c2ccccc2)c2ccccc21,/,12,-1,3,-5,-1.3,-3,-6,12
Nc1nnc(P(c2ccccc2)c2ccccc2)s1,/,6,-2,-1,2,1.9,-10,21,8
Cn1cccc1/C=C1\C(=O)NC(=O)N(Cc2ccccc2Cl)C1=O,16,-70,9,4,-8,-0.1,-63,-22,-10
O=C1NC(=O)N(c2ccccc2)C(=O)/C1=C\c1ccc([N+](=O)[O-])s1,/,45,4,-2,3,1.1,-89,11,5
